Growth percent in the NCI-60 one-dose screen (48 h, 10 µM unless noted): 100 = growth as untreated, 0 = no growth, -100 = all killed.
K-562 = K-562 leukemia | 78,000 compounds, 7.4% hits
T-47D = T-47D breast cancer; 79,000 compounds, 5% hits; AID 1794792
MDA-MB-231 = MDA-MB-231 breast cancer; 81,000 compounds, 5% hits; AID 1794789
MCF7 = MCF7 breast cancer; 82,000 compounds, 6.3% hits
MDA-MB-468 = MDA-MB-468 breast cancer; 78,000 compounds, 8.5% hits; AID 2202374
HS 578T = HS 578T breast cancer; 78,000 compounds, 4.1% hits; AID 1794788
BT-549 = BT-549 breast cancer; AID 1794793; 78,000 compounds, 4.4% hits
SR = SR leukemia cells. 73,000 compounds, 8.7% hits
* hit, by the source's call; . = not tested or not shown; & = joins results of further samples. How the source made its calls: active means growth percent below 10; inactive means the rest.

SMILES	K-562	T-47D	MDA-MB-231	MCF7	MDA-MB-468	HS 578T	BT-549	SR
Cn1c(-c2c(N)n(CCCN3CCOCC3)c3nc(C#N)c(C#N)nc23)nc2ccccc21	.	50	43	53	.	94	36	-58*
O=c1c2ccccc2nc(N/N=C/c2ccc(N3CCCCC3)cc2)n1-c1ccccc1	97	102	95	97	96	107	108	109
CN1CCN(c2ccc(NC(=O)CN(c3ccc(F)cc3)S(=O)(=O)c3ccc(Cl)cc3)cc2)CC1	40	91	89	89	96	84	88	96
CCN(CC)CC(C)Nc1ccc([N+](=O)[O-])c2sc3ccccc3c(=O)c12 (configuration not stated)	-14*	31	51	7.9*	.	28	60	-32*
Nc1cc(Cl)nnc1Cl	93	93	96	92	100	117	136	80
Nc1cccc2[nH]c(=O)c3ccccc3c12	96	97	84	92	87	73	.	98
CC1Cc2c(N(C)C)ncnc2N2CCc3cccc1c32 (configuration not stated)	113	95	109	99	99	97	115	.
COc1cc(/C=C/C(=O)CC(=O)/C=C/c2cc(Br)c(O)c(OC)c2)cc(Br)c1O	76	84	104	95	89	114	.	66
Oc1cc(/C=C/c2nc(N3CCOCC3)c3cc(Cl)c(Cl)cc3n2)cc(O)c1O	81	95	106	106	85	118	95	88
CCCCNC(=O)CCC	97	96	93	88	99	97	104	87
O=C1OCC2=C1C(c1ccccc1F)CC(=O)N2c1ccccc1 (configuration not stated)	89	92	106	99	95	91	130	91
Nc1nc(S)cc(=S)[nH]1	96	101	.	102	109	109	106	78
C=CC(=O)OCCOCc1ccccc1	124	109	106	90	95	102	117	144
CC(=O)Oc1ccc(N=C2NC(=O)S/C2=C\N2N=C(c3ccc(F)cc3)CC2c2ccc(F)cc2)cc1 (configuration not stated)	91	85	92	90	131	87	102	110
Nc1nc2ccccc2c(=O)[nH]1	106	99	102	99	104	105	124	94
COc1ccc(-c2nc(SC(C)C)nc(Nc3ccc(/C(C)=N\NC(N)=S)cc3)c2C#N)cc1	112	99	101	105	111	109	92	91
CC(=O)Nc1ccc(/C=C/C(=O)c2ccccc2)cc1	37	74	104	56	52	82	86	3.3*
O=C(CCCCCCC(=O)Nc1cccnc1)NO	5.9*	-29*	66	35	.	35	70	29
C=C1CC[C@@H]2[C@](C)(COC(C)=O)[C@H](OC(C)=O)CC[C@@]2(C)[C@@H]1CC(NC1CCCC1)C1=CCOC1=O (some centres not stated)	48	51	80	72	35	75	56	20
COc1cc(-c2ccc(C)n2-c2ccc(-c3nc4cc(OC)c(OC)c(OC)c4s3)cc2)cc(OC)c1OC	74	65	56	78	95	80	95	66
CCNC(C)(C)C(SSS)c1ccco1 (configuration not stated)	110	94	101	95	123	110	93	.
COc1ccc(-c2cc(-c3ccc(OC)cc3)n(-c3ccc(-c4nnc(NCc5ccccc5)o4)cc3)n2)cc1	74	59	85	99	105	85	.	92
Cn1cccc1C(=O)C1C(c2ccc(F)cc2)C2CCCN2C12C(=O)Nc1ccccc12 (configuration not stated)	89	93	97	97	111	105	89	102
CC(C)n1cc(C#N)c(N)n1	111	114	106	95	92	122	108	111
COc1ccc(/C(=C\c2cc(OC)c(OC)c(OC)c2)C(=O)Nc2nc3ccc(Cl)cc3s2)cc1	.	87	91	99	96	100	98	76
O=C1/C(=C/c2ccco2)SC(=S)N1CC(=S)C1C=CS(=O)(=O)C1 (configuration not stated)	81	95	106	87	45	125	85	64
O=C(O)c1cc2ccccc2c2cc(Br)ccc12	116&83	104&110	91&116	97&92	97&111	88&104	96	98&97
CC(C)C1=CC2=C(C=O)C[C@@H]3[C@](C)(CCC[C@@]3(C)C(=O)OCC#CCN3CCOCC3)[C@H]2CC1	42	55	102	76	59	82	75	78
CCN(CC)CCN[C@@H](c1ccccc1)[C@H](O)c1ccccc1	98	111	105	89	100	103	.	98
CC1CCCCN1CCOc1ccccc1Cc1ccccc1 (configuration not stated)	88	90	91	96	90	100	111	91
O=C1c2ccccc2C(=O)c2sc(Nc3ccc(Cl)cc3)nc21	4.8*	29	6.4*	-60*	29	71	76	4.3*
COCCNc1nc2ccccc2c2c(=O)c3ccccc3sc12	43	98	84	60	99	86	106	75
c1ccc(CSc2nnc(-c3cccs3)n2-c2ccccc2)cc1	78	91	91	96	79	100	115	85
COc1ccc(C2C(C#N)=C(/N=C/c3ccc(Cl)cc3)Oc3c2sc2c(C)cccc32)cc1 (configuration not stated)	9.7*	18	34	21	21	-4.7*	49	17
CCOC(=O)C1=C(N)N(c2ccc(Cl)cc2)C2=C(C(=O)CC(C)(C)C2)C1c1ccccn1 (configuration not stated)	.	99	91	89	90	108	100	.
CC1(c2ccc(OC(F)F)cc2)NC(=O)N(CC(=O)NCc2ccc3c(c2)OCO3)C1=O (configuration not stated)	106	92	107	105	.	100	87	142
COc1nccc2cc3c(=O)n4c(cc5ccncc54)c(=O)n3c12	92	97	113	100	104	106	96	90
Nc1ncnc2c1ncn2C1OC(CO)C2OC21 (configuration not stated)	104	85	112	94	93	99	110	112
O=C1/C(=C/c2ccc(Cl)cc2)SC(=S)N1C1c2ccccc2Oc2ccccc21	84	64	91	88	75	.	86	55
COc1ccc(/C(C#N)=C2\OC(=O)c3ccccc32)cc1OC	125	106	107	108	106	112	103	117
CC(=O)OC[C@@]1(C)[C@H]2CCC3(CO3)[C@@H](C/C=C3/C(=O)OC[C@H]3OC(C)=O)[C@]2(C)CC[C@H]1OC(C)=O (some centres not stated)	.	71	96	33	51	104	98	.
CCCn1c(=S)[nH]c2ccccc2c1=O	97	103	110	101	108	110	123	108
N#Cc1c(N)nc2c3c(N)n4c(nc3nn2c1=Nc1ccc(Cl)cc1)sc1cc([N+](=O)[O-])ccc14	100	.	.	87	89	97	88	85
CC(c1ccccc1)N1C(=O)C(C2SC(=S)N(C(C)c3ccccc3)C2=O)SC1=S (configuration not stated)	58	73	73	26	44	96	89	41
Nc1nc2cc(Cl)ccc2s1	96	96	132	105	108	.	114	101
C=CCn1c(SCC(=O)Nc2ccc(OC)cc2)nnc1-c1cc(-c2ccc(OC)cc2)nc2ccccc12	87	96	95	89	90	100	112	.
COc1ccc(C2CC(c3ccc(OC)c(OC)c3)=NN2C(=O)c2cc(OC)c(OC)c(OC)c2)c(OC)c1 (configuration not stated)	51	82	90	35	54	50	63	49
CSc1ncnc2c1ncn2CO	119	107	112	99	102	119	115	.
O=[N+]([O-])c1ccccc1CSc1nnc(-c2ccncc2)o1	94	.	95	92	99	105	93	.
Fc1ccc(-c2nc(Nc3ccc(-c4nc5ccccc5[nH]4)cc3)nc(N3CCOCC3)n2)cc1	-100*	-65*	-77*	-74*	-84*	-40*	-74*	-83*
O=C(Nc1ncc(Cc2cc(C(F)(F)F)ccc2Cl)s1)c1cccs1	11	32	78	30	-0.7*	71	47	16
C=C1CC[C@@H]2[C@]3(C)COC(c4ccccn4)O[C@@H]3CC[C@@]2(C)[C@@H]1CC(O)C1=CCOC1=O (some centres not stated)	79	105	106	78	87	101	100	72
ONc1ccc(-c2cnc(Cc3ccc4c(c3)OCO4)o2)cc1	94	112	126	111	.	118	85	73
COc1cccc(-c2nc3sccn3c2-c2ccnc(NCCCNS(=O)(=O)c3cccc(F)c3)c2)c1	11	-8.5*	65	25	8.6*	58	6.3*	.
CC(C)CSc1nc(NC2CC2)c(C#N)c(-c2ccccc2)n1	85	74	60	92	95	79	91	.
COc1ccc(/C(=N\NC(N)=S)c2ccc(Cl)cc2)cc1OC	19	18	17	14	16	3.4*	14	29
CCc1cc(C)cc(NC(=O)OC2CCCCC2C)c1 (configuration not stated)	83	75	93	85	88	98	121	75
Cc1cc(-c2cc(C)nc(N)n2)nc(N)n1	100	.	.	100	101	95	106	.
C=C(C)[C@@H]1C/C=C(/C=O)CC[C@@H]2O[C@@]2(C)CC/C=C(\C)CC1	136	101	111	106	118	126	.	125
CCc1c(C)c2cc3c(oc(=S)n3C(C)C)c(C)c2oc1=O	87	76	87	84	77	104	104	73
Continuation:
SMILES	K-562	T-47D	MDA-MB-231	MCF7	MDA-MB-468	HS 578T	BT-549	SR
Cc1ccnc(Nc2nc3ccccc3[nH]2)n1	98	86	109	99	119	.	112	97
O=C1c2ccccc2CCC1[n+]1ccccc1 (configuration not stated)	104	56	92	96	105	111	71	107
Cc1cc(C)n2nc(N)nc2n1	102	108	122	110	113	126	126	89
O=c1c2ccccc2nnn1Cc1ccco1	97	107	129	96	103	122	104	85
S=c1[nH]nc(-c2cc(-c3ccncc3)n(-c3ccccc3)n2)n1-c1ccccc1	93	108	105	102	99	.	109	99
Nc1ccc(N2C(=O)NC(=O)C(=O)C2=O)cc1	87	101	105	101	107	98	99	90
O=c1[nH]cnc2c1C(c1ccccc1Cl)c1ccc3ccccc3c1O2 (configuration not stated)	50	89	87	95	97	94	93	.
CCN(CC)c1ccc(N=Cc2ccc(N(C)C)cc2)cc1	98	94	91	96	105	97	79	92
C=CCn1c(SCC(=O)c2ccccc2)nnc1-c1ccc(OC)cc1	94	105	96	102	106	101	102	100
CCOC(=O)/C(C#N)=C\Nc1ccc2ncnc(Nc3ccc(Cl)cc3)c2c1	61	73	93	111	27	89	76	.
C#CCOc1ccc(C(Nc2ccccc2)c2nnnn2C2CCCCC2)cc1 (configuration not stated)	87	74	73	76	88	81	84	85
COc1cc(-c2nc(NC(C)=O)sc2-c2ccnc(NCCCNS(=O)(=O)c3ccc(Cl)cc3)n2)ccc1Cl	41	48	55	36	43	71	48	53

14 consecutive entries already listed, quoted:
SMILES	K-562	T-47D	MDA-MB-231	MCF7	MDA-MB-468	HS 578T	BT-549	SR
C=C(C)[C@@H]1C/C=C(/C=O)CC[C@@H]2O[C@@]2(C)CC/C=C(\C)CC1	136	101	111	106	118	126	.	125
CCc1c(C)c2cc3c(oc(=S)n3C(C)C)c(C)c2oc1=O	87	76	87	84	77	104	104	73
Cc1ccnc(Nc2nc3ccccc3[nH]2)n1	98	86	109	99	119	.	112	97
O=C1c2ccccc2CCC1[n+]1ccccc1 (configuration not stated)	104	56	92	96	105	111	71	107
Cc1cc(C)n2nc(N)nc2n1	102	108	122	110	113	126	126	89
O=c1c2ccccc2nnn1Cc1ccco1	97	107	129	96	103	122	104	85
S=c1[nH]nc(-c2cc(-c3ccncc3)n(-c3ccccc3)n2)n1-c1ccccc1	93	108	105	102	99	.	109	99
Nc1ccc(N2C(=O)NC(=O)C(=O)C2=O)cc1	87	101	105	101	107	98	99	90
O=c1[nH]cnc2c1C(c1ccccc1Cl)c1ccc3ccccc3c1O2 (configuration not stated)	50	89	87	95	97	94	93	.
CCN(CC)c1ccc(N=Cc2ccc(N(C)C)cc2)cc1	98	94	91	96	105	97	79	92
C=CCn1c(SCC(=O)c2ccccc2)nnc1-c1ccc(OC)cc1	94	105	96	102	106	101	102	100
CCOC(=O)/C(C#N)=C\Nc1ccc2ncnc(Nc3ccc(Cl)cc3)c2c1	61	73	93	111	27	89	76	.
C#CCOc1ccc(C(Nc2ccccc2)c2nnnn2C2CCCCC2)cc1 (configuration not stated)	87	74	73	76	88	81	84	85
COc1cc(-c2nc(NC(C)=O)sc2-c2ccnc(NCCCNS(=O)(=O)c3ccc(Cl)cc3)n2)ccc1Cl	41	48	55	36	43	71	48	53

(further entries)
SMILES	K-562	T-47D	MDA-MB-231	MCF7	MDA-MB-468	HS 578T	BT-549	SR
O=[N+]([O-])c1ccc(Nc2ccncc2)cc1	92	93	126	97	.	110	99	85
CN(C)c1ccc(/C=C2/C=C(c3ccc4c(c3)CCCC4)OC2=O)cc1	98	99	103	97	86	173	109	.
CN(C)S(=O)(=O)N1C(=O)c2ccccc2C1=O	97	88	97	86	.	100	95	102
O=C(Nc1cccc(Cl)c1)C1CCCC1=Nc1cccc(Cl)c1 (configuration not stated)	91	87	104	69	.	98	109	85
CC(C1=C(CN(C(=O)Cc2cn(-c3ccccc3)nc2-c2ccc(Cl)cc2)C(C)C)Cc2ccccc21)c1ccccn1 (configuration not stated)	43	41	60	41	44	81	88	37
O=C(c1cc(-c2ccccc2)nc2ccccc12)N1N=C(c2ccccc2)CC1c1cc(-c2ccccc2)nn1-c1ccccc1 (configuration not stated)	78	61	99	82	91	93	83	76
O=C1NC(=O)c2ccccc21	87	93	97	91	112	110	101	101
CCN(CC)c1ccc(CN(CC(=O)c2ccc(Cl)c(Cl)c2)Cc2ccccc2)cc1	103	85	100	95	92	103	109	88
O=C1SC(=O)c2ccccc21	95	108	125	104	102	107	.	74
Fc1ccc(-c2nnc(N3CCOCC3)c3ccccc23)cc1	99	102	107	155	99	114	81	.
Cc1cc2c(c3c1C(C)CCC3=O)C(C)(C)CC2(C)C (configuration not stated)	110	80	109	97	99	103	93	83
CN(C)C(=O)OCc1nc2c(N3CCOCC3)nc(-c3ccccc3)nc2n1C	5.3*	-50*	-86*	-60*	-61*	-35*	-31*	4.4*
Cc1cc(C(N)=S)no1	103	98	97	96	95	107	108	94
CSc1[nH]c(=O)ncc1F	111	.	.	96	98	103	94	.
Cn1ccc(=O)c(S(N)(=O)=O)c1	93	94	101	111	.	104	82	72
S=C(SCc1ccc(-c2ccccc2-c2nn[nH]n2)cc1)n1cncn1	91	92	105	94	118	114	102	103
CC(C)(C)OC(=O)/C=C/c1cccc2c1C(=O)NC(C)(c1cc3cc4ccccc4cc3oc1=O)N2 (configuration not stated)	62	65	77	63	80	90	94	47
C=CC(=O)Nc1cccc(Cl)c1	95	97	104	97	97	116	101	79
O=C(c1cccnc1)N1CCN(c2ccccc2Cl)CC1	98	97	133	110	91	95	98	105
O=C1COCCN1c1ccc(Nc2nc(Cl)nc(OCc3cn(Cc4ccccc4)nn3)n2)cc1	33	69	95	62	62	85	90	8.3*
CC(C)CCNC(=O)Cn1ccc(N2CCCCC2)cc1=O	96	.	93	99	99	98	95	97
CCOC(=O)c1c(C)n(-c2ccccc2)c2ccc(OC(=O)c3cc(OC)c(OC)c(OC)c3)cc12	72	86	85	79	80	92	95	78

Screening data as filed in PubChem.
